# Mac1 fbg enh – increases human CD11b/CD18 adhesion to fibrinogen; K562 CD11b/CD18 adhesion to fibrinogen, ATPlite luminescence; activation, % at 10 µM; P05107+P11215; AID 1499; hit rate 0.07% among 93,000;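 active = 10 µM primary screen giving 50% or more activity, confirmed by 40% or more on retest at that dose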; also: strong numbers were not always called active; reference of the scale not given here
# MT1-MMP txn act – MT1-MMP promoter transcription activation | HT1080 MT1-MMP promoter luciferase reporter, luminescence, overnight; hits give high values | activation factor at 10 µM | hit rate 0.16% among 86,000 | AID 750;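 active = activation factor of at least 2 for MT1-MMP transcription at 10 µM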
# Mac1 fbg inh – CD11b/CD18-fibrinogen binding inhibition; P05107+P11215; K562 CD11b/CD18 adhesion to fibrinogen, ATPlite luminescence; Mn2+ added to activate the integrin; inhibition, % at 10 µM; hit rate 0.54% among 93,000;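 active = primary inhibition of 50% or more at 10 µM, then 40% or more on retest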; also: some results filed as inactive read as strong as hits
# ERa SRC1 pot – ER-alpha (human) coactivator binding potentiation; P03372; TR-FRET ERalpha-LBD/SRC-Cy5 coactivator binding, 2 h; 100 = basal binding, no effect; coactivator binding (% of control), % at 25.6 µM; hit rate 1.3% among 86,000; in the data active = activity above about 200%;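 also: binding measured in presence of low estradiol as agonist stimulus; 0% = peptide alone without receptor and 100% = receptor with peptide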
# sEH inhibitor – blocks human soluble epoxide hydrolase activity; hit rate 0.34% among 91,000; P34913; recombinant human sEH enzymatic activity assay; inhibition, % at 2 µM; in the data active = inhibition above about 80%; also: values of inactives mirror those of a sister screen read the other way; many of its hits are not listed in these tables
# Candida biofilm – kills Candida albicans biofilms | C. albicans biofilm + clotrimazole, Alamar Blue | inhibition, % at 6 µM | hit rate 0.14% among 85,000;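 active = inhibition above 20%; inactive = inhibition below 20%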;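 also: preformed 24 hr biofilms exposed to compound for 48 hr; 0% = biofilm without compound and 100% = blank killed by clotrimazole plus chlorhexidine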
# Smad3 inh – Smad3 (human) transcription factor binding inhibition. TR-FRET Smad3/Dy647-FoxH1 peptide binding, europium anti-His. P84022. AID 630. inhibition, % at 25 µM. hit rate 0.29% among 88,000;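 active = compounds that reduce the energy-transfer binding signal between the protein and its labelled peptide by more than half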;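 also: 0% = Smad3 plus labelled peptide maximal FRET and 100% = peptide-only background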
# Target sequence (P84022 whole entry, looked up): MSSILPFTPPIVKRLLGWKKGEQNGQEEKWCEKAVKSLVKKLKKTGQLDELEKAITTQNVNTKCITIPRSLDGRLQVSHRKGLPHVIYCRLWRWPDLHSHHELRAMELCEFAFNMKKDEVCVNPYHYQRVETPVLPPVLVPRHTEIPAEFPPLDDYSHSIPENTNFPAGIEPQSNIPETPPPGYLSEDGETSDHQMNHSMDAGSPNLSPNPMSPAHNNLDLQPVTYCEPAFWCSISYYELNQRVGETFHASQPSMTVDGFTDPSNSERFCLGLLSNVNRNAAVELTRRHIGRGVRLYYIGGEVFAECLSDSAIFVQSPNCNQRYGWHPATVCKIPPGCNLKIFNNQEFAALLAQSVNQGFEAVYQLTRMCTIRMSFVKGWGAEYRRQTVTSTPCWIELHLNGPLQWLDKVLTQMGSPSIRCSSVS
# ERb SRC1 inh – ER-beta (human) coactivator binding inhibition | inhibition, % at 25.6 µM | AID 633 | TR-FRET ER-beta LBD / SRC1-Cy5 peptide binding; receptor agonist-loaded with 1 µM estradiol | Q92731 | hit rate 1.3% among 86,000;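 active = compounds whose percent inhibition of the receptor-coactivator binding signal exceeds about 50% in the single-dose screen, limit read from the data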;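 also: 0% = receptor plus peptide wells without compound and 100% = peptide-only wells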
# Target sequence (Q92731 whole entry, looked up, the tested form may be a part): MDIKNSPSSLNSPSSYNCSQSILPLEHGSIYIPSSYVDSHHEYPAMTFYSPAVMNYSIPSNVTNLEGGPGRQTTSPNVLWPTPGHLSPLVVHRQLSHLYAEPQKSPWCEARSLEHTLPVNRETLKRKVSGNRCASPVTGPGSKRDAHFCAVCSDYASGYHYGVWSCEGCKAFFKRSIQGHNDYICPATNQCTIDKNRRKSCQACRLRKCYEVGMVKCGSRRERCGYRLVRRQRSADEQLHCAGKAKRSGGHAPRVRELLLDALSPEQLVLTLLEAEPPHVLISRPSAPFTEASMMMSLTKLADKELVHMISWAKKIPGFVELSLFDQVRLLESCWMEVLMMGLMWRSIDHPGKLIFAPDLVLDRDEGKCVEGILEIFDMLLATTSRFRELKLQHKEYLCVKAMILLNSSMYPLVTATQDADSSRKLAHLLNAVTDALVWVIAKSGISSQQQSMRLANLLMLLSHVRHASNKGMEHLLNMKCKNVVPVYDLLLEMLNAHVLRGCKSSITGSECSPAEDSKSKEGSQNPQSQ
# sEH activator – soluble epoxide hydrolase (human) activation; activation, % at 2 µM; hit rate 0.04% among 91,000; AID 717; P34913; purified human sEH enzymatic activity, activator screen; in the data active = activation above about 37%; also: values of inactives mirror those of a sister screen read the other way
# * = called active by the depositor; . = no result given; [ ] = remark or other dose.
SMILES,Mac1 fbg enh,MT1-MMP txn act,Mac1 fbg inh,ERa SRC1 pot,sEH inhibitor,Candida biofilm,Smad3 inh,ERb SRC1 inh,sEH activator
Oc1ccc(Br)cc1/C=N/n1cnc2ccccc21,0.5,1.9,10.0,.,-6.7,.,.,.,5.3
CCN(CC)C(=O)CSc1nc2ccccc2n1CC(=O)N1CCN(c2ccccc2OC)CC1,-2.1,1.1,-12.8,88.5,-8.4,8.2,-4.1,-18.9,10.9
O=C(O)COc1ccc2occ(C(=O)c3ccccc3)c2c1,-0.8,1.2,24.0,104.8[fluorescence artefact?],-3.0,5.4,2.7,-2.8[fluorescence artefact?],0.8
Cc1cccc(N(CC(=O)Nc2c(C)n(C)n(-c3ccccc3)c2=O)S(C)(=O)=O)c1C,2.9,.,-2.0,98.4,-3.6,2.6,-0.5,-0.5,2.7
CCN(CCO)Cc1csc2c(Br)cccc12,2.2,.,21.4,.,5.1,.,.,.,-2.7
O=c1[nH]c(CO)nc2c1oc1ccccc12,-4.3,.,-31.3,.,0.6,.,.,.,-2.6
O=C(CCS(=O)NCc1ccccc1)NCc1ccccc1 (stereo unspecified),1.7,0.9,78.9,120.2,14.5,0.7,7.7,-21.2[fluorescence artefact?],-13.4
CC(=O)c1c(C)n(C)c2ccc(OC(=O)c3ccco3)cc12,-2.1,1.3,-38.5,112.4,4.8,6.3,-3.6,-25.8,0.1
CCC(=O)c1ccc(N2CCN(C(=O)COc3ccc(F)cc3)CC2)c(F)c1,-5.3,1.1,5.5,112.5,-8.0,7.6,-10.0,3.3,7.6
COc1ccccc1C(=O)N(Cc1nc(-c2ccc(Cl)cc2)no1)C(C)C,6.0,1.1,3.2,91.9,-5.3,9.6,2.0,-10.7[fluorescence artefact?],4.5
CSc1ccccc1NC(=O)C1CCCO1 (stereo unspecified),4.1,0.9,5.5,99.4,.,-0.1,7.6,-3.4,.
COc1ccc(-c2coc3cc(O)ccc3c2=O)cc1OC,-1.5,1.6,10.4,94.2,-10.5,-3.7,-16.4,-1.0,10.8
Cn1c(=O)n(C)c2cc(/C=N/NC(=O)c3cccc(Br)c3)ccc21,-3.6,.,-1.9,.,19.3,.,.,.,-17.8
COc1cccc(C2C(C#N)=C(N)Oc3c2oc(CO)cc3=O)c1 (stereo unspecified),.,1.1,.,90.4,5.1,6.3,-13.7,0.9[fluorescence artefact?],-0.2
O=C(O)CNC(=O)c1ccc(S(=O)(=O)N2CCOCC2)cc1,-4.6,0.9,-8.8,108.7,-2.4,-2.2,-16.9,-11.9,1.4
COC(=O)c1sccc1NC(=O)CCC1CCCCC1,.,1.2,.,114.2,5.2,8.0,4.9,-2.9[fluorescence artefact?],-4.1
O=C(c1ccc(NC2=NC3CS(=O)(=O)CC3S2)cc1)N1CCN(Cc2ccccc2)CC1 (stereo unspecified),-2.3,.,-4.4,102.9,-9.5,4.8,-6.6,-5.3,7.8
Cc1ccccc1CN1CCN(CC2CC3C=CC2C3)CC1 (stereo unspecified),-4.8,.,9.4,.,-8.6,.,.,.,9.9
CCC(C)(C)NC(=O)C(c1ccc(OC)cc1)N(CC1CCCO1)C(=O)CCC(=O)Nc1cc(C)on1 (stereo unspecified),.,1,.,125.5,3.4,0.5,2.9[fluorescence artefact?],-12.1,-0.5
Cc1ccc(OCC(=O)c2c(O)c3ccccc3oc2=O)cc1C,.,1.1,.,94.3,13.6,3.3,2.4,-4.6,-13.8

# Random excerpt: two entries already listed
SMILES,Mac1 fbg enh,MT1-MMP txn act,Mac1 fbg inh,ERa SRC1 pot,sEH inhibitor,Candida biofilm,Smad3 inh,ERb SRC1 inh,sEH activator
CCC(C)(C)NC(=O)C(c1ccc(OC)cc1)N(CC1CCCO1)C(=O)CCC(=O)Nc1cc(C)on1 (stereo unspecified),.,1,.,125.5,3.4,0.5,2.9[fluorescence artefact?],-12.1,-0.5
Cc1ccc(OCC(=O)c2c(O)c3ccccc3oc2=O)cc1C,.,1.1,.,94.3,13.6,3.3,2.4,-4.6,-13.8

# New compounds follow.
SMILES,Mac1 fbg enh,MT1-MMP txn act,Mac1 fbg inh,ERa SRC1 pot,sEH inhibitor,Candida biofilm,Smad3 inh,ERb SRC1 inh,sEH activator
Cc1cc(OCC(=O)N2CCOCC2)ccc1NC(=O)C1CCCCC1,1.4,1.1,9.1,113.3[fluorescence artefact?],.,10.6,1.2,9.0[fluorescence artefact?],.
CCOc1ccc(-c2nc(C#N)c(NC3CC3)o2)cc1,6.0,1.2,-2.6,.,-14.7,.,.,.,16.5
COc1ccc(OCc2ccc(C(=O)N3CCOCC3)cc2)cc1,.,1.3,.,99.8,-23.4,5.3,6.6,-3.2,21.1
Clc1cccc(Cl)c1-c1nnc2ccc(N3CCOCC3)nn12,0.5,1.1,-12.7,102.3,-11.5,0.2,2.1,11.1,11.1
C=C(C)CSc1nc2ncccc2[nH]1,-2.6,1.2,6.7,92.9,-5.3,10.2,5.4,6.6,4.9
Cn1c(=O)c2[nH]c(CN(Cc3ccccc3)Cc3ccccc3)nc2n(C)c1=O,3.2,1.1,-13.6,112.0,4.7,9.0,4.9,-6.6,-4.8
CC(NC(=O)c1cccc(C(F)(F)F)c1)C1CCCO1 (stereo unspecified),2.0,1.2,-8.1,99.0,7.0,6.9,7.7,-1.9,-4.3
CCOC(=O)c1c(NC(=O)CCCN2CCOCC2)sc2c1CC(C)(C)OC2,.,1.1,.,80.0[fluorescence artefact?],-7.7,-2.0,-14.7,4.4[fluorescence artefact?],9.6
CCCC(=O)Nc1ccc2c(c1)C(=O)N(CCC(=O)O)C2=O,5.2,1.1,-1.0,127.3,1.2,5.3,-0.9,-0.7,1.8
COC(=O)c1ccccc1NC(=O)CSc1nnnn1-c1ccc(C)cc1C,0.9,.,-5.2,120.3[fluorescence artefact?],-5.0,2.9,8.3,5.8,4.7
Cc1ccc2nc(-c3cccnc3)oc2c1,-0.9,1.4,0.6,109.1,-9.4,11.7,-2.0,2.0,8.8
Clc1ccc(C(c2nnnn2CCc2ccccc2)N2CCSCC2)cc1 (stereo unspecified),5.7,1.2,-0.4,100.7,25.2,4.5,7.7,-1.5,-22.5
CCOc1ccc(CC2CC(=O)NC2=O)cc1 (stereo unspecified),4.5,1.2,-1.0,148.4[fluorescence artefact?],6.7,0.2,-6.1,14.6[fluorescence artefact?],-5.4
CCOC(=O)C1CCCN(C(=O)c2sc3nc(-c4ccc(F)cc4)cn3c2C)C1 (stereo unspecified),-3.1,1.2,15.7,118.0,-12.8,7.9,6.3,-7.0,17.4
COC(=O)C1=C(NC(=O)c2ccc(C)cc2)CCS1,8.4,.,7.8,.,4.7,.,.,.,-6.8
O=C(O)CCNc1nc(-c2ccccc2)nc2ccccc12,-7.5,1.1,4.7,123.8,8.3,9.9,13.8,0.5,-3.7
Cc1ccc(S(=O)(=O)N2CCCN(S(=O)(=O)c3ccc(C)cc3)CC2)cc1,-1.3,1.1,-0.2,107.4,7.1,-0.6,-1.1,-1.7,-7.7
O=c1cc(-c2ccccc2)[nH]n1-c1nc2ccccc2s1,2.0,1.1,-5.6,82.7[fluorescence artefact?],4.4,6.1,17.7,7.1,-7.4
COCCN(C(=O)c1csnn1)C(C(=O)NC(C)(C)C)c1cccc(OC)c1 (stereo unspecified),-0.6,1,-33.7,117.7,2.3,10.1,-3.0,4.7,-4.3
CC(C)CCNC(=O)NC(=O)CSc1nnc2ccccn12,-6.4,1.1,3.7,101.2,.,7.3,6.5,4.4,.
FC(F)(F)c1nnc2ccc(N3CCOCC3)nn12,-1.8,.,-6.7,94.2,-11.1,5.1,2.1,-0.2,11.3
O=C1c2ccccc2C(Nc2ccc3c(c2)OCCO3)N1Cc1ccc2c(c1)OCO2 (stereo unspecified),-1.2,1.4,9.6,98.9,-12.9,3.8,10.7[fluorescence artefact?],-8.4,12.9
O=S(=O)(NCCOCC(F)(F)F)c1ccc2oc3ccccc3c2c1,.,1.1,.,111.8,1.6,-0.4,3.0,-0.2[fluorescence artefact?],0.2
O=C(NCCc1ccc2c(c1)OCO2)C1CCN(S(=O)(=O)c2ccc(Cl)cc2)CC1,1.4,1.1,-13.9,104.3,13.4,3.6,10.4,0.1,-14.5
O=C(CCc1ccccc1)Nc1cc(Cl)ccc1O,-2.9,.,17.0,71.1,1.4,12.8,11.7,-0.5,0.0
CC(=O)Nc1ccc(S(=O)(=O)NCc2ccc3c(c2)cc(C)n3C)cc1,9.0,1.1,10.3,80.9[fluorescence artefact?],.,0.5,-31.1,40.3[fluorescence artefact?],.
O=C(CSc1ncccc1-c1nc2ccccc2[nH]1)NCc1ccco1,-6.5,1,27.6,63.4[fluorescence artefact?],4.8,8.7,11.7,32.1,-5.2
O=C(NC1CCN(C(=O)N2c3ccccc3Sc3ccccc32)CC1)c1ccco1,-4.6,0.9,1.2,80.0,.,5.3,-0.7,0.6,.
CCn1c(SCC(=O)Nc2nccs2)nnc1-c1cc2cccc(OC)c2o1,-0.9,1.2,9.2,169.3[fluorescence artefact?],-4.4,4.6,4.0[fluorescence artefact?],18.9[fluorescence artefact?],4.4
CCOc1cccc(OCCOCCN(C)Cc2ccccc2)c1,-0.4,1.5,-5.2,110.5[fluorescence artefact?],4.9,3.2,2.3,2.3[fluorescence artefact?],-4.7
O=S(=O)(Nc1nc2ccccc2nc1N1CCN(c2ccccc2F)CC1)c1ccc(Cl)cc1,-7.3,1.3,93.2,89.4,-8.5,2.4,6.8,1.6,10.6
Cc1c(NCc2cc(Cl)cc(Cl)c2O)c(=O)n(-c2ccccc2)n1C,-4.0,1.2,-16.6,76.9,-1.8,6.3,2.6,2.8,0.9
c1ccc(CN2CCN(c3nc(-c4ccccc4)nc(-n4ccnc4)n3)CC2)cc1,-0.5,1.1,5.6,93.2,-0.9,6.7,-12.6,-6.2,1.3
CCOC(=O)CNC(=O)CSc1nnc(Cn2cnc3ccccc32)n1C,-3.7,1.1,4.1,106.9,-1.3,7.9,-2.7,10.4,0.2
COC(=O)C1=C(C)N=c2s/c(=C/c3ccoc3)c(=O)n2C1c1ccccc1 (stereo unspecified),4.7,1,3.1,83.7[fluorescence artefact?],5.9,6.6,7.4,-14.4,-3.8
O=S(=O)(/N=C/N1CCOCC1)c1ccc(Cl)cc1,-1.1,0.9,-7.0,101.6,-11.1,1.5,-1.8,-9.5,10.2
CCCCSc1nc2ccc(Nc3nc(N4CCOCC4)nc(N4CCOCC4)n3)cc2s1,.,1.1,.,161.9,10.6,2.1,-3.3,-5.6,-10.7
Cc1ccc(-c2n[nH]c(=O)c3ccccc23)cc1N,-3.5,1.1,-6.0,99.6,-12.0,6.4,-4.0,0.8,9.9
COc1cc(NC(=O)CC(C)C)ccc1NC(=O)c1ccco1,.,1.3,.,100.3,11.7,.,6.7,-6.5,-10.2
COc1ccc2ccccc2c1C1CC(=O)N2CN(Cc3ccco3)CSC2=C1C#N (stereo unspecified),3.1,1,-11.6,84.0,6.1,12.3,20.5,-6.3,-5.5
O=C(Nc1nccs1)c1ccc(COc2ccc(Cl)cc2)o1,9.3,1.1,22.0,109.3,20.1,6.5,32.1[fluorescence artefact?],-0.5[fluorescence artefact?],-15.5
CCOc1ccc(N(CC(=O)NC2CCCC2)C(=O)CCCC(=O)Nc2ccccn2)cc1,-3.8,1,-2.5,85.8[fluorescence artefact?],-7.9,-3.7,-12.6[fluorescence artefact?],25.1,5.4
O=C1c2ccccc2-c2c1cccc2C(=O)N(CCO)CCO,-3.3,1.2,-24.0,120.2,.,4.1,-6.0,3.9,.
Cc1c(C(=O)OC(C)C)sc(NC(=O)C2CCCO2)c1C(=O)OC(C)C (stereo unspecified),3.4,1.3,9.5,99.3,-3.5,7.5,-4.1,0.9,6.8
COCC(=O)Nc1sc2c(c1C(=O)OC)CCCC2,.,1,.,123.6,9.4,7.2,-4.2,-22.6,-6.0

# Screens: PubChem, several laboratories

# Some of the compounds tested; rates above refer to the full screens.
